PPARg SRC-2 ag – promotes SRC-2 coactivator recruitment by human PPARgamma; PPARgamma LBD-SRC-2 recruitment, biochemical; AID 1032; P37231; 200,000 tested, 0.34% active; activation, % at 8 µM; in the data active means activation above about 22%;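 further: 0% = vehicle and 100% = reference agonist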
Target sequence (P37231 whole entry, looked up, the tested form may be a part): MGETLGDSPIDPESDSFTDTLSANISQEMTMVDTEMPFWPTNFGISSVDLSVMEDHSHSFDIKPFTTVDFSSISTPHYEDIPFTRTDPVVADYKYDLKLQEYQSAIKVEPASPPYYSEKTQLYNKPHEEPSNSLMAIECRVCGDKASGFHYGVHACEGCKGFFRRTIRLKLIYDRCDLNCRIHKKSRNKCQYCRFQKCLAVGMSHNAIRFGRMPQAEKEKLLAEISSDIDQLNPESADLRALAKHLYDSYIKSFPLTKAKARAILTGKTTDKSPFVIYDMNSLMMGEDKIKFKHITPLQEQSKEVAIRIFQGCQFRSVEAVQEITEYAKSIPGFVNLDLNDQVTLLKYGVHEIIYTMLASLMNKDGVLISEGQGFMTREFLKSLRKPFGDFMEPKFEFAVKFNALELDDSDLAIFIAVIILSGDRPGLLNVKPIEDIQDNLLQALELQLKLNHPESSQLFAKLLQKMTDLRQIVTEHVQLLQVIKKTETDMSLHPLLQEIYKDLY
PPARg SRC1 recr – agonists of human PPARgamma SRC-1 coactivator recruitment. P37231. PPARgamma-SRC-1 coactivator recruitment biochemical assay. activation, % at 8 µM. 200,000 tested, 0.41% active. AID 631; in the data active means activation above about 19%;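 further: 0% = DMSO and 100% = reference agonist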
TNAP inh hi DEA – inhibitors of human TNAP at high phosphate acceptor concentration | AID 1135 | P05186 | inhibition, % at 20 µM | purified TNAP, CDP-star luminescence, 1 M DEA | 200,000 tested, 0.03% active;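 active means over 50% inhibition of tissue-nonspecific alkaline phosphatase at 20 µM in the single-dose screen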;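 further: plate controls were DMSO wells for no effect and EDTA-quenched wells as full inhibition for full effect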
Target sequence (P05186 whole entry, looked up): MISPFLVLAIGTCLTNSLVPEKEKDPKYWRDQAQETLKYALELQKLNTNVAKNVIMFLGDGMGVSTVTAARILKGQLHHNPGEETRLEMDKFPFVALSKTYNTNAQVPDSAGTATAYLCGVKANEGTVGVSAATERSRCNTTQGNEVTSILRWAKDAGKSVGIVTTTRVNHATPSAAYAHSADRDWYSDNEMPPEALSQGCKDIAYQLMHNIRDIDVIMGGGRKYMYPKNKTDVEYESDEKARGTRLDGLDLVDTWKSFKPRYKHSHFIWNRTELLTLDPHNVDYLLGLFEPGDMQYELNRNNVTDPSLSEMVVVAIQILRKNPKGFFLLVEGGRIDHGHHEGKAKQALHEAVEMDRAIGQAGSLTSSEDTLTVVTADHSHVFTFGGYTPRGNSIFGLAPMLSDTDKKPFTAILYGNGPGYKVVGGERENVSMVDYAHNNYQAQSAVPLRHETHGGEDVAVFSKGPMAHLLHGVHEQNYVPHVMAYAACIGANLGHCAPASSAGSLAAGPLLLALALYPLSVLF
TNAP act hiacc – increases human TNAP activity under high phosphate acceptor concentration; P05186; purified TNAP, CDP-star luminescence, 1 M DEA, 30 min; hits give high values; 0 = EDTA background, 1 = DMSO-only activity; activation factor at 20 µM; 200,000 tested, under 10 active;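 active means activation factor at least 2 at 20 µM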
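system = human TNAP | amount = enzyme diluted 1/800 final | reagent = 100 µM CDP-star substrate | signal = luminescent substrate turnover signal | dosing = one dose, 20 µM | benchmarks = EDTA negative control, DMSO positive control | measure = activation factor | timing = 30 min reaction, room temperature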
HMGR II inh – blocks class II HMG-CoA reductase of Enterococcus faecalis; AID 1066; purified E. faecalis HMGR, NADPH absorbance 340 nm kinetic; 190,000 tested, 0.41% active; inhibition, % at 10 µM;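 active means inhibition above a set limit, the median over all tested compounds plus 3 SD, cut at about 9.5% in these data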;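 further: enzyme runs in reverse so mevalonate oxidation gives rising NADPH absorbance; 0% = complete reaction with DMSO and 100% = background rate lacking mevalonate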
TNAP inh noacc – TNAP (human) inhibition, acceptor-free conditions; P05186; purified TNAP, CDP-star luminescence, 30 min; inhibition, % at 20 µM; 200,000 tested, 0.26% active;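 active means tissue-nonspecific alkaline phosphatase inhibition above about 50% at 20 µM in the single-dose screen, limit read from the data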;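 further: 0% = DMSO negative control and 100% = EDTA positive control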
TR-FRET SRC-2 ct – TR-FRET artefact, counter-screen to PPARgamma/SRC-2 agonist assay; hits give high values; TR-FRET ratio at 8 µM; 200,000 tested, 0.4% active; in the data active means TR-FRET ratio above about 2000; further: inactives centre near 1500
bIAP inhibitor – intestinal alkaline phosphatase (bovine) inhibition; inhibition, % at 20 µM; 190,000 tested, under 10 active; purified bovine IAP, CDP-star luminescence, 30 min;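 active means over 50% inhibition of intestinal alkaline phosphatase at 20 µM in the single-dose screen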
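System: Purified bovine intestinal alkaline phosphatase (IAP) enzyme | Input: IAP diluted 1/65,000,000 in the well | Also added: CDP-star chemiluminescent phosphatase substrate, 30 µM final | Dosing: 20 µM single dose | Times: Enzyme reaction for 30 min at room temperature | Detection: Luminescence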
PPARg SRC-3 ag – agonists of human PPARgamma SRC-3 coactivator recruitment. P37231. biochemical PPARgamma/SRC-3 coactivator recruitment assay. activation, % at 8 µM. 200,000 tested, 0.26% active. AID 731; in the data active means activation above about 23%;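 further: 0% = DMSO and 100% = reference agonist; some compounds past the cut are filed as inactive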
bIAP activator – intestinal alkaline phosphatase (bovine) activation; 200,000 tested, 0.17% active; purified bovine IAP, CDP-star luminescence, 30 min; hits give high values; fold of DMSO-control signal, blank-subtracted; activation factor at 20 µM;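 active means activation factor of 2 or more at 20 µM, a signal rise over negative controls twice the positive control's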
The depositor's hits bear a star.

SMILES	PPARg SRC-2 ag	PPARg SRC1 recr	TNAP inh hi DEA	TNAP act hiacc	HMGR II inh	TNAP inh noacc	TR-FRET SRC-2 ct	bIAP inhibitor	PPARg SRC-3 ag	bIAP activator
O=c1oc(-c2cccs2)nc2ccccc12	5	1	-5	1.1	-5	0	1597	-1	0	1
CSc1ccccc1-c1nnc(-c2ccccc2)o1	0	0	-2	1	1	-3	1741	15	9	0.9
COc1ccc(C=C(c2nc3ccccc3s2)c2nc3ccccc3s2)cc1O	2	10	0	1	2	-33	1592	-4	7	1
Cc1ccc(Cn2c(CN3CCOCC3)nc3c2c(=O)[nH]c(=O)n3C)cc1	5	5	-5	1.1	-12	-5	1397	1	4	1
Cc1ccc(CN2CCN(Cc3cn[nH]c3-c3ccccc3)CC2CCO)o1 (centres undefined)	-1	-2	-6	1.1	-1	20	1615	6	-1	0.9
COc1cc(NC(=O)C(F)(F)F)cc(OC)c1	-2	3	-9	1.1	-1	-15	1372	16	-8	0.8
CCCC(C)NC(=O)c1cc(Cl)ccc1OC (centres undefined)	8	-1	6	0.9	-2	-14	1601	8	2	0.9
Cc1ccc(C(=O)Nc2ccccc2N2CCCCC2)cc1[N+](=O)[O-]	3	-7	-3	1	1	-3	1594	38	-1	0.6
Nc1nnc(CC(=O)N/N=C/c2ccc(-c3ccccc3Cl)o2)s1	1	-1	-3	1	1	0	1561	44	2	0.6
COc1cc(/C=N/Nc2ccccc2C(F)(F)F)ccc1O	-1	8	-7	1.1	-6	-8	1369	9	2	0.9
COC(=O)[C@@]1(Cc2ccc(OC)cc2)[C@@H]2C(=CC(=O)[C@H]2CC(=O)C(=O)N(C)C)CN1C(=O)c1ccccc1	4	6	-4	1	-6	-12	1544	11	6	0.9
COc1ccc(Br)cc1CN1CCN(C(=O)c2ccc(OC)c(OC)c2)CC1	2	-9	-6	1.1	-1	-4	1596	-8	2	1.1
O=C(COc1ccc(F)cc1)Nc1nnc(-c2ccncc2)s1	-7	8	-6	1.1	-3	-2	1539	8	16	0.9
O=C(NC(=S)Nc1cccc(Cl)c1N1CCOCC1)c1cccs1	8	7	-3	1	-2	-2	1472	11	4	0.9
COc1ccccc1C(=O)N/N=C(\C)c1ccc(NC(=O)C2CC2)cc1	0	-2	-8	1.1	0	-15	1538	18	0	0.8
O=C(CSc1nnc(Cc2ccccc2)o1)NC1CCCCC1	-1	2	-1	1	-3	-15	1468	8	-3	0.9
Cc1cc(C)nc(SCc2nc3ccccc3n2C)n1	-7	-3	-5	1	1	-12	1342	3	-6	1
O=C(O)c1cn(Cc2cccnc2)c(=O)c2ccccc12	0	5	-7	1.1	-2	-14	1780	-8	3	1.1
Cc1ccc(/C=N/N2C(=O)C3C(C2=O)C2C=CC3C23CC3)o1 (centres undefined)	9	9	3	1	-5	-4	1629	3	10	1
O=S(=O)(/N=C(\Nc1ccc(F)cc1)C(F)(F)F)c1ccccc1	6	4	6	0.9	0	-3	1569	-1	0	1
COc1ccc(NC(=O)N(Cc2ccc(C)cc2)Cc2cccnc2)c(OC)c1	-10	3	-4	1	3	-14	1545	1	-3	1
COc1ccc(CNC(=S)Nc2ccc3nc(N4CCN(C)CC4)cc(C)c3c2)cc1	7	-3	-6	1.1	-1	-20	1588	-9	3	1.1
O=C(CCl)Nc1ccccc1C(=O)NCc1ccccc1	5	-2	-5	1.1	-4	-2	1558	3	-2	1
CCCCn1c(O)c(/C=C/C=C/C=Nc2ccccc2)sc1=S	5	-1	15	0.8	-4	22	1514	49	9	0.5
CCOC(=O)c1c(NC(=O)CSc2nnnn2-c2ccc3c(c2)OCCO3)sc(C)c1C	0	3	-3	1	0	-11	1502	0	4	1
COc1ccc(NC(=O)C2CCCN2C(=O)NCc2ccccc2)cc1OC (centres undefined)	2	1	-3	1	4	-16	1301	12	6	0.9
COc1cc(/C=C2/SC(=S)N(CC(=O)Nc3cccnc3)C2=O)cc(OC)c1OC	8	6	1	1	-4	-25	1541	4	5	1
C/C(=N\Nc1ccc(S(=O)(=O)Nc2ccc(Cl)cc2)cc1[N+](=O)[O-])c1ccc(N2CCOCC2)cc1	-2	-2	6	0.9	1	15	1497	25	-2	0.8
CCc1ccccc1NC(=O)C1C(c2ccccc2)C1(Cl)Cl (centres undefined)	3	-7	-1	1	-8	-4	1409	14	-9	0.9
COC(=O)C(C)n1cnc2c(cnn2-c2ccc(Cl)cc2)c1=O (centres undefined)	6	12	-3	1	-4	-13	1558	10	3	0.9
Cc1cc(C)c2cc(C=O)c(Cl)nc2c1	1	6	-5	1.1	-1	-8	1650	12	3	0.9
O=C1C(Cc2ccccc2)C(c2ccccc2)N1c1ccccc1 (centres undefined)	13	8	-6	1.1	3	-10	1550	6	6	0.9
COc1ccc(OCCOCC(O)CN2CCOCC2)cc1 (centres undefined)	4	-6	-4	1	-9	-13	1414	1	0	1
COc1ccc(CCNC(=O)C2CCN(c3nccc(C)n3)CC2)cc1	6	4	-2	1	-3	-9	1712	-6	4	1.1
O=C(COC(=O)c1ccc(Sc2ccccc2)c([N+](=O)[O-])c1)NC1CCCc2ccccc21 (centres undefined)	-2	3	-6	1.1	-4	-4	1596	-2	2	1
COc1ccc(C(=O)NC(=S)NCC2CCCO2)cc1 (centres undefined)	0	-6	2	1	-1	-12	1474	3	-2	1
CC1(C(=O)Nc2cccc(C(F)(F)F)c2)CO1 (centres undefined)	9	9	-3	1	-4	-15	1796	-13	3	1.1
CCN(C(=O)COc1ccccc1)C1CCCCC1	-2	6	-2	1	2	-8	1709	4	-3	1
COc1ccc(NCc2nnc(SCC(=O)Nc3cc(C)cc(C)c3)o2)cc1	3	1	10	0.9	1	-5	1574	2	19	1
CC(=O)Nc1nonc1NC(=O)c1ccc(C(C)(C)C)cc1	6	-4	-7	1.1	-1	32	1550	-13	-9	1.1
Cc1nn(C)cc1/C=N/NC(=O)c1ccc2c(c1)OCO2	9	12	-1	1	3	-11	1508	5	6	0.9
Cn1c(-c2cc(Br)ccc2O)n[nH]c1=S	3	0	-6	1.1	-4	13	1392	10	-4	0.9
COc1ccc(OC)c(S(=O)(=O)N2CCC(C(=O)Nc3cccc(C)c3C)CC2)c1	4	14	-6	1.1	-8	-17	1649	-1	3	1
Cc1c(C(C)O)nnn1-c1nonc1N (centres undefined)	-2	-2	-1	1	-2	-9	1383	2	-10	1
COC(=O)CSc1ccsc1C(=O)O	1	3	2	1	-1	-6	1540	-8	2	1.1
Cc1c(C)c2ccc(Oc3ccc([N+](=O)[O-])cc3C(F)(F)F)c(C)c2oc1=O	3	10	-6	1.1	-7	9	1561	6	9	0.9
O=C1N=C(N2CCCC2C(=O)O)S/C1=C\c1ccco1 (centres undefined)	2	5	-1	1	-3	-15	1700	7	3	0.9
COc1ccc(C2NC(=O)c3ccccc3N2)cc1OC (centres undefined)	1	8	1	1	-3	-15	1596	10	3	0.9
CCc1ccc(-n2nc3ccc(NC(=O)c4ccc5c(c4)OCO5)cc3n2)cc1	-5	-2	-4	1	-3	2	1471	19	-4	0.8
CCc1c(O)nc(SCC(=O)Nc2ccccc2OC)[nH]c1=O	-1	10	-8	1.1	-12	-15	1514	-6	1	1.1

Quoted at random: two compounds from above.
SMILES	PPARg SRC-2 ag	PPARg SRC1 recr	TNAP inh hi DEA	TNAP act hiacc	HMGR II inh	TNAP inh noacc	TR-FRET SRC-2 ct	bIAP inhibitor	PPARg SRC-3 ag	bIAP activator
CCCCn1c(O)c(/C=C/C=C/C=Nc2ccccc2)sc1=S	5	-1	15	0.8	-4	22	1514	49	9	0.5
COc1ccc(C2NC(=O)c3ccccc3N2)cc1OC (centres undefined)	1	8	1	1	-3	-15	1596	10	3	0.9

Some of the entries so far, with values under each structure:
Every second line gives: PPARg SRC-2 ag, PPARg SRC1 recr, TNAP inh hi DEA, TNAP act hiacc, HMGR II inh, TNAP inh noacc, TR-FRET SRC-2 ct, bIAP inhibitor, PPARg SRC-3 ag, bIAP activator
- CC1(C(=O)Nc2cccc(C(F)(F)F)c2)CO1 (centres undefined)
 : 9, 9, -3, 1, -4, -15, 1796, -13, 3, 1.1
- CCN(C(=O)COc1ccccc1)C1CCCCC1
 : -2, 6, -2, 1, 2, -8, 1709, 4, -3, 1
- COc1ccc(NCc2nnc(SCC(=O)Nc3cc(C)cc(C)c3)o2)cc1
 : 3, 1, 10, 0.9, 1, -5, 1574, 2, 19, 1
- CC(=O)Nc1nonc1NC(=O)c1ccc(C(C)(C)C)cc1
 : 6, -4, -7, 1.1, -1, 32, 1550, -13, -9, 1.1
- Cc1nn(C)cc1/C=N/NC(=O)c1ccc2c(c1)OCO2
 : 9, 12, -1, 1, 3, -11, 1508, 5, 6, 0.9
- Cn1c(-c2cc(Br)ccc2O)n[nH]c1=S
 : 3, 0, -6, 1.1, -4, 13, 1392, 10, -4, 0.9
- COc1ccc(OC)c(S(=O)(=O)N2CCC(C(=O)Nc3cccc(C)c3C)CC2)c1
 : 4, 14, -6, 1.1, -8, -17, 1649, -1, 3, 1
- Cc1c(C(C)O)nnn1-c1nonc1N (centres undefined)
 : -2, -2, -1, 1, -2, -9, 1383, 2, -10, 1
- COC(=O)CSc1ccsc1C(=O)O
 : 1, 3, 2, 1, -1, -6, 1540, -8, 2, 1.1
- Cc1c(C)c2ccc(Oc3ccc([N+](=O)[O-])cc3C(F)(F)F)c(C)c2oc1=O
 : 3, 10, -6, 1.1, -7, 9, 1561, 6, 9, 0.9
- O=C1N=C(N2CCCC2C(=O)O)S/C1=C\c1ccco1 (centres undefined)
 : 2, 5, -1, 1, -3, -15, 1700, 7, 3, 0.9
- COc1ccc(C2NC(=O)c3ccccc3N2)cc1OC (centres undefined)
 : 1, 8, 1, 1, -3, -15, 1596, 10, 3, 0.9

The listing continues.
SMILES	PPARg SRC-2 ag	PPARg SRC1 recr	TNAP inh hi DEA	TNAP act hiacc	HMGR II inh	TNAP inh noacc	TR-FRET SRC-2 ct	bIAP inhibitor	PPARg SRC-3 ag	bIAP activator
CCN(c1ccc(NS(=O)(=O)c2cc(Cl)ccc2Cl)cc1)C(C)C	-6	-7	0	1	-2	1	1410	26	2	0.7
CCc1ccc(CNCc2cccnc2)cc1	-7	0	-2	1	-6	-9	1397	2	-8	1
CC(C)N=c1scc(-c2ccco2)n1/N=C/c1ccc(O)c(O)c1	10	4	21	0.8	-2	74*	1605	7	9	0.9
CCc1ccc(OCCCC(=O)Nc2nccs2)cc1	-1	-1	-6	1.1	7	-10	1549	-18	-5	1.2
Cc1cccc(NC(=S)N(CCN2CCOCC2)Cc2ccccc2F)c1	3	2	-4	1	-2	-12	1693	-3	0	1

High-throughput results deposited in PubChem by several laboratories.
